Source: PubChem BioAssay
L3MBTL1 block – qHTS Assay for the Inhibitors of L3MBTL1. Potency, µM (doses to about 57.1 µM), inactives show at the top dose activity, negative = inhibition, usual class: inhibitors. 230,000 tested, 0.66% active. Lethal(3)malignant brain tumor-like protein 1 (Homo sapiens), Q9Y468. AlphaScreen L3MBTL1–H3K9me1 peptide binding; also: potency is read from the fitted curve at half-maximal effect; % is scaled to controls: 0 for no effect and ±100 for the full control effect; nearly all actives have a fitted effect of over 60% in size
Target sequence (Q9Y468 whole entry, looked up): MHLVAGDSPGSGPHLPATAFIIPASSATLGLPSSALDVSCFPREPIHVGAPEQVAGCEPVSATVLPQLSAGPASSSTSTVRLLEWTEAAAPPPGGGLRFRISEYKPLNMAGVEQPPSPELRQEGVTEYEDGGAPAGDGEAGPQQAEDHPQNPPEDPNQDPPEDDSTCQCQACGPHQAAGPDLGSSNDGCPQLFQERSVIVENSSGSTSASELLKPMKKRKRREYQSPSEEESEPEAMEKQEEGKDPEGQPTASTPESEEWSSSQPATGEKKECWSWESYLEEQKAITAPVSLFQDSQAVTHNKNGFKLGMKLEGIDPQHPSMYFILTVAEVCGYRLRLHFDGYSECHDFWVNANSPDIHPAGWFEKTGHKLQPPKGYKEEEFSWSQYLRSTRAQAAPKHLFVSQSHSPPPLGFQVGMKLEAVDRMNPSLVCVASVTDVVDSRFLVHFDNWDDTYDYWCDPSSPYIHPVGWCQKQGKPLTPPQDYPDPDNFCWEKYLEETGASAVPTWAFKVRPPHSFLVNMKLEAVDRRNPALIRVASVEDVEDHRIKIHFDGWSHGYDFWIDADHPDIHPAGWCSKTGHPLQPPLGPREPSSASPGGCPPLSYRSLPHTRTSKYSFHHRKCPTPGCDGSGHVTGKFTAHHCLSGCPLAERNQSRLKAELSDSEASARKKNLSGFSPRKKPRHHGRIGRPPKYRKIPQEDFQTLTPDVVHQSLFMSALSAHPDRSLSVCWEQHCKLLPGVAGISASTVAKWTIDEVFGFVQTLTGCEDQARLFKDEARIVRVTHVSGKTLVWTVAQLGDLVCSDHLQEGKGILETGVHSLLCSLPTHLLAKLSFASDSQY
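AlphaScreen assay: L3MBTL1 (50 nM final) was preincubated 30 min at room temperature with biotinylated H3(1-15)K9me1 peptide (75 nM final), then 30 min with library compounds; streptavidin donor and nickel chelate acceptor beads (10 ug/mL final) added, 30 min dark.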
NPSR antagonist – qHTS Assay for Antagonists of the Neuropeptide S Receptor: cAMP Signal Transduction. Q6W5P4. CHO-NPSR cells, cAMP TR-FRET, antagonist mode. Potency, µM (top dose mostly 38.3 µM), inactives show at the top dose activity change, negative = inhibition, usual class: inhibitors. 220,000 tested, 1% active. AID 1461, 2008; also: potency is read from the fitted curve at half-maximal effect; % is scaled to controls: 0 for no effect and ±100 for the full control effect; nearly all actives have a fitted effect of over 50% in size; many of its hits are not listed in these tables
HttQ103 aggreg – qHTS Multiplex Assay to Identify Dual Action Probes in a Cell Model of Huntington: Aggregate Formation (GFP) | PC12 HttQ103-GFP aggregates, Acumen cytometry, 40 h | Potency, µM (top dose mostly 46.1 µM), without a hit: at the highest dose activity change, negative = inhibition, usual class: inhibitors | 220,000 tested, 1.1% active; also: potency is read from the fitted curve at half-maximal effect; % is scaled to controls: 0 for no effect and ±100 for the full control effect; nearly all actives have a fitted effect of over 60% in size
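Huntingtin Q103 exon 1–GFP aggregates in induced PC12 cells (100 nM tebufenozide) were quantified by cytometry from lysates, with compounds dosed in titration.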
KinaseGlo FLuc – Counterscreen for Luciferase (Kinase-Glo TM) Inhibition. Kinase-Glo luciferase, ATP luminescence, 8 min. Potency, µM (highest dose often 38.3 µM), for the others: top-dose activity change, negative = inhibition, usual class: inhibitors. 200,000 tested, 0.28% active. AID 1379, 2008; also: potency is read from the fitted curve at half-maximal effect; % is scaled to controls: 0 for no effect and ±100 for the full control effect; nearly all actives have a fitted effect of over 60% in size
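Kinase-Glo luciferase light output from ATP and luciferin was measured with 10 uM ATP, within the enzyme's linear range. Buffer: 50 mM imidazole pH 7.2, 50 mM KCl, 7 mM MgCl2, 0.01% Tween 20, 0.05% BSA; luminescence read after 8 min at ambient temperature.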
CBFb-RUNX1 inh – qHTS Assay for Compounds Blocking the Interaction Between CBF-beta and RUNX1 for the Treatment of Acute Myeloid Leukemia; Potency, µM (doses to about 59.8 µM), for the others: top-dose activity, negative = inhibition, hits mostly inhibitors; AID 1477, 2009; Runt-related transcription factor 1 (Homo sapiens) + Core-binding factor subunit beta …; AlphaScreen CBFb-His/RUNX1-biotin binding, biochemical; 230,000 tested, under 10 active; also: % of control where 0% means no effect
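AlphaScreen proximity signal reports loss of binding between His-tagged CBF-beta and biotin-labelled RUNX1, each at 30 nM. Proteins are pre-associated for 20 minutes, compounds added for 15 minutes, then beads for 90 minutes, all at ambient temperature.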
Epigenetic reg – Quantitative High-Throughput Screen for Regulators of Epigenetic Control. murine LDR cells, GFP reporter derepression, 30 h. Potency, µM (titrated, usually from 53.9 µM), for inactives: at the top dose GFP activation, usual class: activators. 280,000 tested, 0.2% active. AID 1865, 2009; also: potency is read from the fitted curve at half-maximal effect; % of control where 0% means no effect; nearly all actives have a fitted effect of over 60% in size
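Murine LDR cells carrying a silenced, genomically integrated CMV-driven GFP reporter were exposed to compound for 30 hours at 37 C. After PBS washes, GFP-positive cells (20–120 um objects) were counted by laser-scanning microplate cytometry.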
IMPase Li cell – qHTS Assay for Identifying the Cell-Membrane Permeable IMPase Inhibitors: Potentiation with Lithium; CHO-M1 cells, IP1 TR-FRET (IP-One), carbachol + lithium; Potency, µM (titrated, usually from 59.4 µM), for the others: at the highest dose activity, negative = IMPase inhibition, actives largely listed as inhibitors; 210,000 tested, 0.35% active; AID 1457, 2008;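 also: IP1 builds up when IMPase is blocked and the TR-FRET signal falls; potency is read from the fitted curve at half-maximal effect; plate controls were basal vehicle for no effect and high inhibitor control for full effect; nearly all actives have a fitted effect of over 50% in size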
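CHO cells stably expressing M1 receptor (2000/well) were cultured 16–30 h, then exposed to compounds with a small lithium addition for 30 min at 37C. IP1 was measured by TR-FRET competition; AC50 from Hill fits.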
Active calls of the source: *; u = inconclusive; x = no result given; & = joins results of further samples; [ ] = remark or other dose. Calls follow the shape of the dose curve; as a rule, active = well fitted curve in the direction sought with a large enough effect; inconclusive = small, poorly fitted or top-dose-only effect, or another doubt; inactive = no such curve, though single readings can be large; an effect the other way counts as inactive or inconclusive. Some of the compounds tested. The share of hits here may be higher or lower than overall.

SMILES	L3MBTL1 block	NPSR antagonist	HttQ103 aggreg	KinaseGlo FLuc	CBFb-RUNX1 inh	Epigenetic reg	IMPase Li cell
COc1ccc(OC(C)=O)c(C2c3cc(OC)c(OC)cc3CCN2C(C)=O)c1 (stereo unspecified)	10.7%	0.7%[46.1 µM]	10.4%	-1.1%	-0.7%	1.9%	-4.3%[38.3 µM]
COC(=O)c1ccccc1NC(=O)c1c(Br)cnn1C	7.4%	-7.7%[46.1 µM]	-5.7%	2.2%	1.8%	-0.9%	-12.7%[38.3 µM]
CCCn1c(SCC(=O)N2CCc3ccccc32)nnc1-c1ccncc1	3.2%	-26.0%[46.1 µM]	-16.6%	-2.7%	-1.0%	0.9%	2.0%[38.3 µM]
Cc1nc(C)n(CC(O)COc2ccc3ccccc3c2)n1 (stereo unspecified)	5.8%	7.5%[46.1 µM]	-6.3%	3.2%	5.5%	1.6%	-17.6%[38.3 µM]
O=c1c2ccccc2nnn1CSc1nnc(-c2cccc(S(=O)(=O)N3CCCCC3)c2)o1	-7.4%	u	19.7%	1.9%	19.7%	-7.3%	36.6%[activator][38.3 µM]
COCCn1c(SCC(=O)Nc2cc(Cl)ccc2OC)nc2c(c1=O)SC(C)C2 (stereo unspecified)	24.3%	-25.6%[46.1 µM]	5.6%	0.9%	-6.2%	-1.0%	11.4%
CCOc1cc(CNc2ccccc2SC)ccc1O	x	-9.4%[46.1 µM]	4.2%	4.0%	-10.6%	0.0%	29.3%[38.3 µM]
CCCn1c(/C=C/c2ccccc2)nc2ccccc21	39.0%[activator]	-7.2%[46.1 µM]	16.0%	-23.2%	u	-1.1%&1.7%	7.1%[38.3 µM]
COc1nnc(OC)c2ccccc12	-3.4%	5.6%[46.1 µM]	6.3%	2.2%	7.0%	8.6%	0.5%[38.3 µM]
CC12CN3CCN(CC(C3)C1(O)CN1CCOCC1)C2 (stereo unspecified)	2.0%	7.4%[46.1 µM]	2.8%	16.6%	3.1%	4.4%	2.4%[38.3 µM]
COc1ccc(C(C)=O)cc1COc1ccc(F)cc1	11.9%	-13.6%	7.9%[9.22 µM]	3.3%	21.1%	0.2%	8.6%
O=C1/C(=C/c2ccccn2)SC(=S)N1NS(=O)(=O)c1ccccc1	x	u	-4.2%	1.0%	-3.7%	2.7%	-7.4%
CCOC(=O)CC1=C(C(=O)OCC)C(c2cc(OC)c(OC)cc2OC)C(C#N)=C(N)O1 (stereo unspecified)	2.3%	-20.5%[46.1 µM]	u	-2.3%	2.2%	-1.1%	21.4%[38.3 µM]
COc1cc(CNCCCN2CCOCC2)c(Br)cc1OCC(=O)Nc1ccccc1C	-6.4%[11.4 µM]	1.2%	2.5%	1.3%	-3.4%	-0.1%	20.2%
CNC(=O)/C(C#N)=C/c1c(N(Cc2ccccc2)Cc2ccccc2)nc2c(C)cccn2c1=O	-13.9%	-33.9%	u	1.7%	u	0.0%	14.6%
CCN(CC)S(=O)(=O)c1ccc(F)cc1	3.7%	15.8%[46.1 µM]	-2.0%	1.4%	0.4%	-0.8%	-0.4%
COCCNC(=O)c1cc2oc3ccccc3c2n1C	x	-8.2%[46.1 µM]	4.0%	-1.4%	-4.3%	-1.0%	14.7%[38.3 µM]
COCCOC(=O)C1=C(C)NC(=O)NC1c1c(Cl)nc2c(C)cccn2c1=O (stereo unspecified)	-11.7%	11.2%	-1.8%	-0.7%	-5.5%	-1.1%	-0.1%
CN(CCO)C(=O)CCC(=O)Nc1ccc(S(N)(=O)=O)cc1	-2.4%	9.8%[46.1 µM]	0.4%	0.5%	18.6%	-0.8%	-24.6%[38.3 µM]
CC(=O)N(c1cccc(C)c1)S(=O)(=O)c1ccc(Cl)cc1	1.5%	-21.8%	-11.5%	4.8%	11.4%	-1.5%	7.2%
Cc1cc(=O)[nH]c(SCC(=O)NNC(=O)Cc2ccccc2)n1	20.2%	13.3%	20.8%	-0.5%	-12.4%	-0.1%	-5.0%
O=C(O)c1ccc(NCc2ccc(Br)cc2)cc1	-6.1%	12.9%	u	2.0%	13.2%	3.1%	4.5%
CCc1ccc2c(c1)C1(NN=C(c3ccc(C)cc3)S1)C(=O)N2 (stereo unspecified)	u	0.5%	22.4µM*	-2.9%	-23.3%	u	14.9%
Oc1c(N=NC(=S)Nc2ccccc2F)c2ccccc2n1Cc1ccccc1Cl	x	2.9%	-28.7%	-1.5%	u	-1.8%	-4.4%
O=C(CSc1ccc(Cl)cc1)Nc1cccc(-c2nc3ncccc3o2)c1	0.8%	-4.2%[46.1 µM]	11.2%	-0.3%	4.6%	3.2%	-0.2%[38.3 µM]

Ordered by molecular weight (low to high): 7 of the compounds above.
SMILES	L3MBTL1 block	NPSR antagonist	HttQ103 aggreg	KinaseGlo FLuc	CBFb-RUNX1 inh	Epigenetic reg	IMPase Li cell
CCCn1c(/C=C/c2ccccc2)nc2ccccc21	39.0%[activator]	-7.2%[46.1 µM]	16.0%	-23.2%	u	-1.1%&1.7%	7.1%[38.3 µM]
COc1ccc(C(C)=O)cc1COc1ccc(F)cc1	11.9%	-13.6%	7.9%[9.22 µM]	3.3%	21.1%	0.2%	8.6%
Cc1nc(C)n(CC(O)COc2ccc3ccccc3c2)n1 (stereo unspecified)	5.8%	7.5%[46.1 µM]	-6.3%	3.2%	5.5%	1.6%	-17.6%[38.3 µM]
CCc1ccc2c(c1)C1(NN=C(c3ccc(C)cc3)S1)C(=O)N2 (stereo unspecified)	u	0.5%	22.4µM*	-2.9%	-23.3%	u	14.9%
CC(=O)N(c1cccc(C)c1)S(=O)(=O)c1ccc(Cl)cc1	1.5%	-21.8%	-11.5%	4.8%	11.4%	-1.5%	7.2%
CCOC(=O)CC1=C(C(=O)OCC)C(c2cc(OC)c(OC)cc2OC)C(C#N)=C(N)O1 (stereo unspecified)	2.3%	-20.5%[46.1 µM]	u	-2.3%	2.2%	-1.1%	21.4%[38.3 µM]
COc1cc(CNCCCN2CCOCC2)c(Br)cc1OCC(=O)Nc1ccccc1C	-6.4%[11.4 µM]	1.2%	2.5%	1.3%	-3.4%	-0.1%	20.2%

(further entries)
SMILES	L3MBTL1 block	NPSR antagonist	HttQ103 aggreg	KinaseGlo FLuc	CBFb-RUNX1 inh	Epigenetic reg	IMPase Li cell
C=CCOc1ccc(-c2n[nH]c(=S)o2)cc1	4.1%	23.8%	23.5%[9.22 µM]	1.3%	-6.7%	3.8%	-6.1%
CC(C)(C)c1ccc(OC2=CS(=O)(=O)c3ccccc32)cc1	x	-21.5%[46.1 µM]	-24.7%	3.7%	3.5%	-0.2%	23.5%[38.3 µM]
Cc1cccc(NC(=O)c2cc(NC(=O)c3ccco3)ccc2Cl)n1	0.7%	u	-11.4%	0.1%	0.0%	9.5%	3.8%[38.3 µM]
O=C(O)C(Cc1c[nH]c2ccccc12)N1C(=O)C2C3c4ccccc4C(c4ccccc43)[C@@H]2C1=O (stereo partly specified)	-6.6%	30.5%	-7.4%[9.22 µM]	x	-3.4%	2.4%	x
Cc1c(Nc2c3ccccc3nc3ccccc23)c(=O)n(-c2ccccc2)n1C	-2.3%	44.8%	-0.9%[9.22 µM]	x	12.0%	2.0%	x
O=C1/C(=N\S(=O)(=O)c2cccs2)C([n+]2ccc(CCCc3ccccc3)cc2)=C([O-])c2ccccc21	-8.1%	u	6.0%[9.22 µM]	x	-21.7%	-1.2%	x
CC1(C)CC(O)CC(C)(C)N1CC(O)COCCOc1ccc(Br)cc1 (stereo unspecified)	4.3%	6.4%[46.1 µM]	-2.7%	-7.9%	5.1%	-1.9%	0.2%[38.3 µM]
Cc1ccccc1CNC(=O)c1ccccc1	x	18.4%[46.1 µM]	1.1%[1.84 µM]	-0.2%	4.1%	1.0%	21.4%[38.3 µM]
CC(C)N1CCN(Cc2ccoc2)CC1CCO (stereo unspecified)	18.6%	-6.3%	-6.4%[9.22 µM]	-0.8%	5.3%	0.0%	10.3%
Cc1cc(C)cc(NC(=O)c2ccc(CNc3c(N4CCCC4)c(=O)c3=O)cc2)c1	x	-13.4%	13.6%[9.22 µM]	x	9.9%	-1.2%	x
CCOC(=O)c1c(-c2ccc(F)cc2)csc1NC(=O)CN1C(=O)NC2(CCCCC2C)C1=O (stereo unspecified)	-10.5%	-38.1%	15.9%	4.7%	-5.4%	-2.6%	0.8%
Cc1cc(O)c(-c2cc(C(=O)NCCc3ccc(S(N)(=O)=O)cc3)[nH]n2)cc1C	x	6.0%	-12.7%[9.22 µM]	x	7.2%	9.9%	x
COc1cccc(C(=O)NC(=S)Nc2ccc([N+](=O)[O-])cc2C)c1	-2.3%	-4.3%	-1.6%	1.9%	7.0%	1.0%	4.9%
COCCNC(=O)CN(C(=O)CCC(=O)Nc1ccccn1)c1ccc(F)cc1	2.6%	u	0.8%	-1.2%	-1.7%	10.3%	-5.9%[38.3 µM]
CCCOc1ccc(C2C(C(=O)/C=C/c3ccco3)=C(O)C(=O)N2CCN2CCOCC2)cc1OC (stereo unspecified)	x	-11.0%	2.4%	-3.0%	-12.8%	-3.4%	2.0%
CC(C)c1ccc(C2NC(=O)NC3=C2CCc2ccccc23)cc1 (stereo unspecified)	x	-31.5%[46.1 µM]	-17.8%	0.1%	4.6%	0.4%	38.5%[activator][38.3 µM]
COc1cccc(C(=O)NC(C)C(c2cccs2)N2CCOCC2)c1 (stereo unspecified)	4.1%	2.2%[46.1 µM]	-0.8%	0.8%	6.1%	-0.8%	29.6%[38.3 µM]
O=C(OCCN1CCOCC1)C(c1ccccc1)c1ccccc1	-1.7%	-6.9%[46.1 µM]	-0.1%	-3.1%	-4.8%	2.5%	-5.3%[38.3 µM]
Oc1c(Br)cc2oc3c(c2c1CNCc1ccccc1)CCCC3	x	-20.7%[46.1 µM]	8.5%[9.22 µM]	2.6%	-2.8%	-8.8%	17.1%[38.3 µM]
C/C=C\C=C/C(=O)Nc1cccc(C2=NOC3(C2)C[C@@H](C(N)=O)N(C(=O)COc2ccc(Cl)cc2)C3)c1 (stereo partly specified)	x	2.3%	16.2%[9.22 µM]	x	13.8%	4.8%	x
